# Pf growth 48h = P. falciparum growth inhibition at 48 hours (one generation). hit rate 5.9% among 310,000. Potency, µM (top dose mostly 28.7 µM), inactives show at the top dose activity change, negative = inhibition, usual class: inhibitors. P. falciparum luciferase growth in erythrocytes, 48 h
#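 Parasite viability was followed by luminescence of a genomically integrated firefly luciferase. Cultures held 0.1% parasitemia at 2% hematocrit (final), incubated under 5% CO2 at 37 C.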
# TbPYK inhibitor = inhibitors of Trypanosoma brucei pyruvate kinase; Q57TT1; TbPYK enzyme, Kinase-Glo Plus ATP luminescence, 45 min; Potency, µM (highest dose often 76.8 µM), inactives show at the highest dose activity, negative = inhibition, most hits filed as inhibitors; hit rate 0.12% among 410,000; further: nearly all actives have a fitted effect of over 50% in size
#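 Activity of T. brucei pyruvate kinase was followed by Kinase-Glo Plus luminescence after the enzyme reacted 45 min at room temperature with 130 uM ADP (final) and substrate. Test compounds were added before ADP at multiple concentrations.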
# Sm TGR inh = blocks Schistosoma mansoni thioredoxin glutathione reductase | Potency, µM (series often up to 114 µM), for inactives: top-dose activity change, negative = inhibition, usual class: inhibitors | hit rate 3% among 360,000 | Q962Y6 | AID 485364 | purified TGR, DTNB reduction, TNB absorbance 405 nm; further: nearly all actives have a fitted effect of over 60% in size
#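 First, TGR (20 nM dispensed) and NADPH were mixed with compound. Second, a 15 min room-temperature incubation followed. Third, further NADPH and then DTNB were added to start the reaction. Finally, TNB absorbance was monitored kinetically.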
# Pf growth 96h = P. falciparum growth inhibition at 96 hours. AID 504834. Potency, µM (highest dose often 28.7 µM), inactives show top-dose activity change, negative = inhibition, usual class: inhibitors. P. falciparum luciferase reporter growth, 96 h. hit rate 6.9% among 320,000
#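 Two-generation exposure (96 h) targets delayed-death phenotype. Reporter parasites carrying integrated firefly luciferase, in red cells at 2% hematocrit and 0.05% parasitemia final, kept at 37 C, 5% CO2; luminescence loss indicates inhibition.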
# LmPK inh = blocks Leishmania mexicana pyruvate kinase activity. purified LmPK, Kinase-Glo ATP luminescence, 1 h. hit rate 0.37% among 290,000. AID 1721. Potency, µM (series often up to 57.5 µM), inactives show at the highest dose activity change, negative = inhibition, usual class: inhibitors. Q27686
# Target sequence (Q27686 whole entry, looked up): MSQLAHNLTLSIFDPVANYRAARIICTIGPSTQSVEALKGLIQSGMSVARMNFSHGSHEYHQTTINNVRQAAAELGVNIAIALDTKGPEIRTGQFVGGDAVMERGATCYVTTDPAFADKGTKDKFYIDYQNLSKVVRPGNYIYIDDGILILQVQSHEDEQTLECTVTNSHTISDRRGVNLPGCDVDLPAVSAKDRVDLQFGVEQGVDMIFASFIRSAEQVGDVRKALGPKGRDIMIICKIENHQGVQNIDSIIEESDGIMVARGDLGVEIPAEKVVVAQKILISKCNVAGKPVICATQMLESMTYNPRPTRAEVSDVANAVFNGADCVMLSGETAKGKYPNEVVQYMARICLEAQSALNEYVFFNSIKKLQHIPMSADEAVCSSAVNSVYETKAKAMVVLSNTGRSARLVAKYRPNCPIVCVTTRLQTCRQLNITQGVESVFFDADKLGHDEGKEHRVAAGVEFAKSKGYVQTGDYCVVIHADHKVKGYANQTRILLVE
#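 0.1 nM LmPK, 0.5 mM PEP, 0.1 mM ADP; 50 mM imidazole pH 7.2, 7 mM MgCl2, 50 mM KCl; 1 h RT. Kinase-Glo luminescence readout, normalized to no-enzyme (full inhibition) and uninhibited wells.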
# HCV inh = HCV inhibition | Potency, µM (doses to about 41.8 µM), for the others: top-dose activity change, negative = inhibition, usual class: inhibitors | Huh7.5.1 HCVcc-Cre infection, luciferase reporter, 44 h | hit rate 3.4% among 340,000
#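 After 44 h co-culture of compound, cells and HCVcc-Cre (~0.5 moi), substrate is added for 15 min at room temperature and luciferase measured over 15 sec. Cells were seeded at 1,000/well and pre-cultured 4 h.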
# Active calls of the source: *; ? = inconclusive; . = no result given; & = joins results of further samples; [ ] = another dose, or the depositor's remark. The call rests on the fitted dose curve; in most records, active means well fitted curve in the direction sought with a large enough effect; inconclusive means small, poorly fitted or top-dose-only effect, or another doubt; inactive means no such curve, though single readings can be large; an effect the other way counts as inactive or inconclusive. On the % scale 0 is the no-effect control and ±100 the full control effect; potency means the concentration at half of the fitted maximal effect.
mol	Pf growth 48h	TbPYK inhibitor	Sm TGR inh	Pf growth 96h	LmPK inh	HCV inh
CCOC(=O)C1(Cc2ccccc2)CCCN(C(=O)c2ccc(-n3ccnc3)cc2)C1 (stereo not given)	-29%	1%	5%	?	0%	.
COc1ccc(-c2nsc3c(N4CCN(S(=O)(=O)c5ccccc5F)CC4)ncnc23)cc1	83%[activator]	-17%	3%	66%[activator]	9%	-1%
Cc1nc(-c2ccccc2)sc1C1(C)CC(c2ccc(C#N)cc2)=NO1 (stereo not given)	8%	-1%	-17%	20%	-3%	2%
O=C(NNC(=S)Nc1ccc(F)cc1F)c1ccco1	44%[activator]	3%	-18%	-19%	3%	13%
CC1CCN(C(=O)COc2ccc(S(=O)(=O)N3CCOCC3)cc2)CC1	?	4%	-1%	-11%	.	7%[8.37 µM]
CC1(C)CC(=O)c2c(oc3ccc(NS(=O)(=O)c4ccc(C(=O)O)cc4)cc23)C1	-31%[5.75 µM]	-5%	-12%	20%	1%	20%
CC(C)(C)c1cc(Br)c(O)c(N=Nc2ccc(S(=O)(=O)N3CCOCC3)cc2)c1	12µM*	-9%	-4%	10µM*	-2%	-19%
CC(=O)C1=C(O)C(=O)N(c2nccs2)C1c1ccc(Br)cc1 (stereo not given)	.	-3%	-13%	.	7%	1%
O=S(=O)(Nc1cccc(CCc2ccccn2)c1)c1cc(Cl)ccc1Cl	-1%	-2%	8%	4%	1%	-15%
O=C(CCc1ccccc1)N=C1SC2CS(=O)(=O)CC2N1c1ccccc1 (stereo not given)	11%	5%	-3%	8%	8%	15%
Cc1nn(C(C)C(=O)NCCCN2CCCCC2C)c(=O)c2c1sc1ccccc12 (stereo not given)	-15%	2%	-13%	23%	-13%	14%
CCCN(c1ccc(C(C)C)cc1)S(=O)(=O)c1c(C)noc1C	.	-6%	-8%	-10%	4%	-1%

# Reformatted with each value named: part of the list above
CC1CCN(C(=O)COc2ccc(S(=O)(=O)N3CCOCC3)cc2)CC1
  Pf growth 48h: ? | TbPYK inhibitor: 4% | Sm TGR inh: -1% | Pf growth 96h: -11% | LmPK inh: . | HCV inh: 7%[8.37 µM]
Cc1nn(C(C)C(=O)NCCCN2CCCCC2C)c(=O)c2c1sc1ccccc12 (stereo not given)
  Pf growth 48h: -15% | TbPYK inhibitor: 2% | Sm TGR inh: -13% | Pf growth 96h: 23% | LmPK inh: -13% | HCV inh: 14%
Cc1nc(-c2ccccc2)sc1C1(C)CC(c2ccc(C#N)cc2)=NO1 (stereo not given)
  Pf growth 48h: 8% | TbPYK inhibitor: -1% | Sm TGR inh: -17% | Pf growth 96h: 20% | LmPK inh: -3% | HCV inh: 2%
O=S(=O)(Nc1cccc(CCc2ccccn2)c1)c1cc(Cl)ccc1Cl
  Pf growth 48h: -1% | TbPYK inhibitor: -2% | Sm TGR inh: 8% | Pf growth 96h: 4% | LmPK inh: 1% | HCV inh: -15%

# The list continues:
mol	Pf growth 48h	TbPYK inhibitor	Sm TGR inh	Pf growth 96h	LmPK inh	HCV inh
CCCC(=O)Nc1c(C(=O)OCC)[nH]c2ccccc12	42%[activator]	-2%	6%	?	0%	-11%
CCOc1cccc(CN2CCCC(C(=O)c3cccc(C(F)(F)F)c3)C2)c1O (stereo not given)	?	1%	0%	?	4%	2%
COc1ccc(-n2c(SC)nc3sc4c(c3c2=O)CCN(C)C4)cc1	3.7µM*	5%	5%	7.4µM*	2%	?
O=C(OC1CCCCC1)c1ccc2c(c1)C1C=CCC1C(C(=O)O)N2 (stereo not given)	20%	.	3.2µM*	?	-1%	-10%
CC(C)(OC(=O)c1ccc(C#N)cc1)c1cc2ccccc2c(=O)o1	17%	-3%	1%	24%	.	4%
COc1ccc(NC(=S)Nc2ccc3nccnc3c2)cc1	44%[activator]	-8%	32µM*	?	1%	-3%
COc1ccc(COC(=O)C2=C(C)NC(=O)NC2c2ccccc2OC(C)C)cc1 (stereo not given)	?	-3%	-27%	-7%	11%	-18%
COc1ccc(C(=O)N/C=C/n2cnc3cc(C(F)(F)F)ccc32)cc1	-14%	0%	2%	-8%	3%	?
CCCCn1c(N)c(N(CC(C)C)C(=O)c2cccc(S(=O)(=O)N3CCCCCC3)c2)c(=O)[nH]c1=O	-3%	6%	-17%	?	3%	13%
Clc1ccc(-c2nc3cc(CN4CCCCC4)ccc3o2)cc1	19%	-2%	2%	10%	4%	?
CC1=C(C(=O)N2CCOCC2)C(c2ccc(O)cc2)NC(=S)N1 (stereo not given)	18%	-17%	3%	29%	3%	37%[activator]
O=P(Cc1ccccc1O)(c1ccccc1)c1ccccc1	8%	-10%	-3%	13%	2%	2%
Cc1ccc2c(CC(=O)N(C)c3c(N)n(Cc4ccccc4)c(=O)[nH]c3=O)coc2c1	6%	8%	0%	10%	.	-11%
CCC(C(=O)N1CCN(S(=O)(=O)c2sc(C(=O)O)c(C)c2C(=O)O)CC1)c1ccccc1 (stereo not given)	-4%	-8%	-6%	-13%	.	11%
O=C(CN1CCOCC1)OCCCc1ccccc1	9%	4%	0%	49%[activator]	-3%	19%
COc1cccc(C2CC(c3cccc(C)c3)n3ncnc3N2)c1 (stereo not given)	-10%	-1%	6%	?	2%	2%
[O-]/[N+](=C\c1cccc(Br)c1)c1ccccc1	82%[activator]	-7%	1%	4%	-4%	-2%
S=C(N/N=C/c1ccccc1Cl)Nc1cccc(Cl)c1Cl	-13%	0%	-4%	-18%	1%	-27%
COn1c(SCc2cccc(Cl)c2)nc2ccccc2c1=O	?	3%	-14%	10µM*	-3%	?
Cc1cnc(C(=O)OCC(=O)Nc2cc(Cl)cc(Cl)c2)cn1	0%	-13%	4%	.	0%	21%
CC(OC(=O)CCCN=C1NS(=O)(=O)c2ccccc21)C(=O)Nc1ccccc1F (stereo not given)	4%	1%	0%	12%	.	2%
COc1ccc(CNC(=O)c2cc(=O)c3cc(C)ccc3o2)cc1	13%	2%&4%	5%&-1%	11%	2%	-21%
COc1ccc(-c2noc(N3CCC(C(=O)NCc4ccc(Cl)cc4)CC3)n2)cc1	31%[activator]	-16%	0%	-2%	-1%	-4%
Cc1cc(C)c(-c2csc(Cc3nc(-c4cc5ccccc5oc4=O)cs3)n2)cc1C	?	-1%	1%	?	-4%	?
Cc1c(-c2nc(N)nc(Nc3ccccc3F)n2)oc2ccccc12	100%[activator]	-1%	3%	.	-4%	?
COc1ccccc1CNC(=O)c1ccc(OC(F)F)c(OC)c1	15%	3%	-7%	14%	1%	?
CCOc1cc(C(=O)N2CCC(CC3CC(c4ccc(Cl)cc4)=NO3)(C(=O)NCC3CCCCC3)CC2)cc(OCC)c1OCC (stereo not given)	0.29µM*	-5%	1%	0.23µM*	-2%	?
O=C(NCC(=O)N1CCN(c2ccccc2F)CC1)c1ccco1	16%	1%	-3%	13%	1%	12%
Brc1ccc(CSc2nnc(-c3cnccn3)n2Cc2ccco2)cc1	?	6%	-32%	-9%	0%	0%
O=C(CSc1nc2ncc(Cl)cc2[nH]1)NC1CCS(=O)(=O)C1 (stereo not given)	29%	3%	28%	1%	-1%	3%
Cc1cc(OC(C)C(=O)NC(Cc2c[nH]c3ccc(O)cc23)C(=O)O)c2c(C)c(C)c(=O)oc2c1 (stereo not given)	39%[activator]	-9%	3%	1%	3%	?
COc1cccc(-c2cc(C(=O)N3CC4(C)CC3CC(C)(C)C4)no2)c1 (stereo not given)	?	-2%	-15%	-4%	4%	.
Cc1cc2c(cc(C(=O)OCC(=O)NCc3cccs3)n2C(C)C)o1	?	4%	-25%	0%	0%	?
CSc1nc(O)c(N=Nc2ccc(F)cc2F)c(=O)[nH]1	22%	-16%	-7%	3%	16µM*	-12%
Cc1[nH]c2c(C)cccc2c1CCNC(=O)C1CCCCC1C(=O)OCC(F)(F)F (stereo not given)	9%	4%	-5%	?	0%	22%
COc1cccc(C(O)c2nc3ccccc3n2C(C)C)c1 (stereo not given)	?	6%	-24%	.	3%	-9%
Cc1ccc(-n2c(C)nc3c(cnn3-c3ccc(F)cc3)c2=O)cc1C	-2%	0%	0%	111%[activator]	2%	5%
CSc1nc2[nH]ncc2c(=O)[nH]1	4%	-4%	2%	26%	-5%	19%
CCSc1nnc(NC(=O)CSc2nnc(C)c(=O)n2N)s1	-10%	-5%	2%	15%	6%	28%
O=C(O)CSc1nccc2ccccc12	9%	4%	5%	31%[activator]	-3%	19%
C=CCn1c(C)cc(C(=O)CSc2nnc(-c3cccc(S(=O)(=O)N(CC)CC)c3)o2)c1C	10µM*	2%	1%	?	2%	8.9µM*
O=C(COc1coc(CN2CCN(c3ccccc3)CC2)cc1=O)NCC1CCCO1 (stereo not given)	-19%	5%	4%	8%	.	8%
O=C(O)c1cccc(Nc2ccc3nonc3c2[N+](=O)[O-])c1	13%	7%	?	125%[activator]	0%	13%
Cc1ccc(NC(=O)C2CCCN(S(=O)(=O)c3c(C)noc3C)C2)cc1 (stereo not given)	?	-4%&-5%	0%&-10%	7%	-4%	-9%
COC(=O)c1sccc1NC(=O)Nc1ccccc1C	12%	-8%	3%	35%[activator]	1%	4%
CCOC(=O)N1CCN(C(=O)CN2C(=O)COc3ccc(C)cc32)CC1	2%	0%	-2%	-126%	-3%	16%
CCN(CC)S(=O)(=O)c1ccc2c(c1)nc(CCC(=O)Nc1cccc(C(F)(F)F)c1)n2CC	?	-21%	8%	?	-2%	?
CCN1CCN(CCNC(=O)c2ccc3nc(-c4cccc(C)c4)c(-c4cccc(C)c4)nc3c2)CC1	?	4%	-12%	?	8%	?
CC(Cc1ccc(O)c(O)c1)C(C)Cc1ccc(O)c(O)c1 (stereo not given)	?	?	.	15µM*	.	10µM*
Cc1cc(C)nc(NC2=NCC(=O)N2CCc2c[nH]c3ccccc23)n1	0%	7%	0%	0%	2%	?
CCC(=O)OCCNc1cc(Sc2nccn2C)c2nonc2c1[N+](=O)[O-]	?	32%	0.71µM*	75%[activator]	2%	?
COc1cccc(C(=O)N2CCN(c3ccc(N4CCOCC4)nn3)CC2)c1	-19%	-21%	31%	?	.	-10%
O=[N+]([O-])c1ccc(COc2ccc(CNc3ccccc3)cc2)cc1	16%	3%	-4%	93%[activator]	-5%	42%[activator]
CCn1c(=O)c2ccccc2n(CC(=O)NCCC2=CCCCC2)c1=O	?	-5%	5%	6%	-2%	20%
COc1ccc(/C=N/NC(=O)CC(=O)NCc2cccnc2)c(OC)c1	13%	-2%	-2%	140%[activator]	-2%	0%
COc1ccc(C(=O)N/N=C/c2ccc(OC)c(COc3ccc(F)cc3F)c2)cc1	?	-7%	7%	-2%	-4%	?
CCC(C)Sc1cccc(-c2nc3ccc(C)cn3c2NCc2ccccc2)c1 (stereo not given)	3.3µM*	-1%&8%	-27%	13µM*	.	4%
Cc1ccc(OCC(=O)N2CC(C)OC(C)C2)c([N+](=O)[O-])n1 (stereo not given)	12%	-6%	7%	5%	-1%	26%
CCc1cc(-c2n[nH]c(C)c2-c2nc3ccccc3n2C)c(O)cc1O	?	-3%	-7%	13µM*	9%	?
COc1ccc(-n2c(Cn3c(=O)sc4ccccc43)nnc2SCC(=O)N2CCCCC2)cc1	.	-17%	-1%	-9%	0%	11%
Cc1nc(S(=O)(=O)NC2CCCCC2)c(C#N)c(C)c1Cl	-17%	5%	-17%	6%	-2%	-24%

# Compound activity deposited in PubChem BioAssay by National Center for Advancing Translational Sciences (NCATS).
